Screening data: PubChem BioAssay, several laboratories
ssDAF-12 act: activates DAF-12 receptor from parasite S. stercoralis; HEK293 ssDAF-12/GRIP1 lit1-tk-luc reporter, luminescence; % of 3 µM dafachronic acid response; activation, % at 6.8 µM; 370,000 tested, 1% active; AID 652126;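 active = activation above the mean over all tested compounds plus 3 SD, cut at about 0.9% in these data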;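 note: 0% = DMSO-only wells and 100% = 3 µM delta7-dafachronic acid wells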
GAA850 FXN act: frataxin GAA850 promoter activation; AID 540364; activation, % at 6 µM; 360,000 tested, 0.56% active; HEK293 lucGAA850 FXN promoter luciferase reporter, 24 h; percent of 10 µM SAHA response;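 active = activation above the average of all compounds screened plus 3 SD, cutoff fixed separately per campaign, cut at about 7.5% in these data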;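 note: 0% = DMSO wells and 100% = 10 µM SAHA wells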
DAX1 inh-1: DAX1 (NR0B1) inhibition, primary screen | HEK293T StAR-luciferase reporter, SF-1/DAX-1 repression relief | inhibition, % at 6.8 µM | 370,000 tested, 1.1% active | AID 652010;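 active = inhibition above the mean over all tested compounds plus 3 SD, cut at about 3.6% in these data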;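 note: 0% = DAX-1 cells with DMSO and 100% = cells lacking DAX-1 with DMSO; higher inhibition means more luminescence from relief of DAX-1 repression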
hcDAF-12 act: activators of H. contortus DAF-12 nuclear receptor; HEK293 hcDAF-12 lit1-tk-luc reporter, luminescence; 0% DMSO, 100% Δ7-dafachronic acid; activation, % at 6.8 µM; 370,000 tested, 1.4% active;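 active = activation above the mean of all tested compounds plus 3 SD, cut at about 5.5% in these data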;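 note: 100% = response to 3 µM Δ7-dafachronic acid high control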
ADAM10 inh: inhibitors of human ADAM10; O14672; AID 720582; recombinant ADAM10, EDANS/DABCYL FRET peptide cleavage, 3 h; 370,000 tested, 0.62% active; inhibition, % at 7 µM;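 active = inhibition above a per-campaign cutoff equal to the mean of compounds falling between control-based bounds plus 3 SD, cut at about 20% in these data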;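 note: 0% = DMSO wells while the 100% control is not disclosed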
PG9 binder: small molecules binding HIV-1 gp120 antibody PG9 | TR-FRET gp120-PG9 antibody binding | inhibition, % at 6.7 µM | 360,000 tested, 0.43% active; in the data active = inhibition above about 8.5%
DAX1 inh-2: inhibitors of human orphan nuclear receptor DAX1 (NR0B1) | P51843 | HEK293 Gal4-DAX1 luciferase reporter, luminescence | inhibition, % at 6.75 µM | 340,000 tested, 0.99% active | AID 504766;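 active = inhibition above the mean over all tested compounds plus 3 SD, cut at about 4.2% in these data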;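 note: 0% = DAX1-transfected cells with DMSO and 100% = empty-vector control cells with DMSO; inhibition shows as a rise in luminescence from relieved DAX1 repression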
Target sequence (P51843 207-470 limits assumed): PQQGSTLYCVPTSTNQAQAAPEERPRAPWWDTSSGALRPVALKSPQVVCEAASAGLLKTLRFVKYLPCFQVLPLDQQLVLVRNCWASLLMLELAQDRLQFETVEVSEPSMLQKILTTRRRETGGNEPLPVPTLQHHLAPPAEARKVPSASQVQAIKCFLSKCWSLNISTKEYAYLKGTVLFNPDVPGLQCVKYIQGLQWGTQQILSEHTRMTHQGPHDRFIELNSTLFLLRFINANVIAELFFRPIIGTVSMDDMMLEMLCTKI
hgDAF12 agonist: agonists of H. glycines DAF-12 nuclear receptor. HEK293 GAL4-hgDAF12 UAS-luciferase reporter, agonist luminescence; normalized to butyrate control. activation, % at 6.8 µM. 370,000 tested, 1.8% active. AID 687014;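 active = activation above a cutoff set at the mean of all screened compounds plus 3 SD, cut at about 10% in these data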;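 note: 0% = DMSO wells and 100% = sodium butyrate wells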
ADAM17 inh: inhibits human ADAM17 | P78536 | recombinant ADAM17, EDANS/DABCYL FRET peptide cleavage | inhibition, % at 6.95 µM | 370,000 tested, 0.83% active;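 active = inhibition above the mean of compounds lying between control limits plus 3 SD, set per campaign, cut at about 8.5% in these data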;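 note: 0% = DMSO-only wells as the low control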
Target sequence (P78536 215-824 limits assumed): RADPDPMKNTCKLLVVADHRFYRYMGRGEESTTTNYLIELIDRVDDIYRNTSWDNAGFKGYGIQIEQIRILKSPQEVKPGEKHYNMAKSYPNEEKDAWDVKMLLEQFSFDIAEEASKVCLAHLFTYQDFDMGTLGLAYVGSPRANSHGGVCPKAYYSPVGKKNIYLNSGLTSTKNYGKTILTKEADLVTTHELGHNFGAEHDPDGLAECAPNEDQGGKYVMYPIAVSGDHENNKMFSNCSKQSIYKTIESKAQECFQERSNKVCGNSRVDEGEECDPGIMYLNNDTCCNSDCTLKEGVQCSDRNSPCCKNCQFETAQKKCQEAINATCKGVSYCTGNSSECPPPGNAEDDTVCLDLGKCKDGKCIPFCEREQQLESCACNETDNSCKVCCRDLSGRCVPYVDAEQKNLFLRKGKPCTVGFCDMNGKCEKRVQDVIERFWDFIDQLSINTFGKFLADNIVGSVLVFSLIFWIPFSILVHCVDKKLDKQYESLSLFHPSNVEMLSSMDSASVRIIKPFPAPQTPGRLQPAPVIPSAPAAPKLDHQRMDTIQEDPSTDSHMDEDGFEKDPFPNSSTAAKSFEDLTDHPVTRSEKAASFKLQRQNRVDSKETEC
GC-A act: GC-A (human) enzyme activation | 370,000 tested, 0.14% active | P16066 | activation, % at 10 µM | AID 1671463 | HEK293 GC-A cells, cGMP TR-FRET, EC30 ANP; 0% at EC30 ANP, 100% saturating ANP; in the data active = activation above about 40%
SMARCA2 act: SMARCA2 function activation, primary screen; MG213 cells, MMTV-luciferase reporter, dexamethasone, overnight; activation, % at 9.1 µM; 370,000 tested, 1% active; in the data active = activation above about 7.8%;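 note: 0% = vehicle wells and 100% = reference activator wells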
* = called active by the depositor; . = not tested or not shown. Only part of the results is shown; count on the stated rates, not on these rows.

SMILES	ssDAF-12 act	GAA850 FXN act	DAX1 inh-1	hcDAF-12 act	ADAM10 inh	PG9 binder	DAX1 inh-2	hgDAF12 agonist	ADAM17 inh	GC-A act	SMARCA2 act
CCC1(CCO)C(=O)NC(=S)NC1=O	-0.5	0.2	-0.9	1.8	-4	-0.3	-0.2	2.2	-4	-4	-1
O=C(Nc1cccc(C(F)(F)F)c1)c1cccn(Cc2ccc3c(c2)OC(F)(F)O3)c1=O	-1.2	-2.7	-0.5	-1.4	0	2.4	0.4	0.4	-2	-3	-1
Cc1ccc(-n2nc(C)c3c2NC(=O)CSC3c2ccc3c(c2)OCO3)cc1 (configuration not stated)	-1.8	-1.0	-0.7	0.5	3	0.2	-0.8	0.3	0	3	2
CCCCCCn1c(O)c(/C=N/N2CCCCCC2)c(=O)[nH]c1=O	0.1	-0.1	0.7	0.3	4	-0.8	-1.1	1.8	0	1	-2
CN(C)c1ccc(NC(=O)CN2C(=O)CN=C(c3ccccc3)c3ccccc32)cc1	-1.1	-4.3	-0.8	-0.5	-8	-3.3	0.2	-0.5	5	5	-1
O=C1NC(=O)N(c2ccc3c(c2)OCO3)C(=O)/C1=C\c1ccc(N2CCCCC2)o1	-0.8	0.1	0.1	-0.2	-9	-7.9	-0.6	-2.3	-3	-1	-4
CN1C(=O)C(=Cc2ccccc2OCCOc2ccc([N+](=O)[O-])cc2)C(=O)N(C)C1=O	-0.8	3.0	-0.2	-1.2	0	-2.7	-0.4	-1.4	-2	6	1
C[C@]1(O)CCC2C3CC[C@H]4C[C@@H](OC(=O)[C@@H](N)CCCCN)CC[C@]4(C)C3CC[C@@]21C (some centres not stated)	-1.0	0.8	0.0	1.4	-3	-2.1	1.8	0.7	-3	1	-2
NP(=O)(Oc1ccccc1)Oc1ccccc1	-1.1	1.2	-0.8	1.3	-4	0.8	1.1	-0.5	-4	0	-2
COC(=O)C1=C(c2ccc(C(C)=O)cc2)C[C@@H]2CC[C@H]1N2C(=O)N1CCOCC1	-1.4	0.3	-0.2	-0.9	5	0.4	1.4	1.1	4	0	0
Cn1c(O)c(/C=N/NC(=O)c2ccncc2)c(=O)n(C)c1=S	0.2	-0.6	0.2	0.2	-19	1.1	.	0.8	-9	-3	0
C/C=C(\C)C(=O)N[C@@H](c1ccccc1)[C@@H](O)C(=O)O[C@H]1C[C@@]2(O)[C@@H](OC(=O)c3ccccc3)C3[C@](C)(C(=O)[C@H](OC(C)=O)C(=C1C)C2(C)C)[C@@H](O)C[C@H]1OC[C@@]31OC(C)=O (some centres not stated)	-1.0	-6.2	-4.1	2.6	-11	0.0	.	-2.4	1	1	0
CC(C)CN1Cc2cc(-c3cccc(F)c3)ccc2-n2nncc2C1	-1.0	.	-0.7	-1.6	1	-1.3	.	0.7	-5	0	-4
COc1ccc(CCNCc2ccccn2)cc1OC	-1.3	0.9	-0.8	-2.0	-2	3.6	1.5	-1.0	-5	2	-4
COc1ccc(CC(=O)N2CCN(C)CC2)cc1	-1.0	2.4	-1.0	-1.4	0	-0.3	0.8	1.2	-3	4	-1
COc1ccc(OC)c(NC2=NCCS2)c1	-1.4	0.3	1.4	1.8	1	-1.7	0.1	0.8	-4	0	-2
Cc1c(N=Nc2c(O)n(-c3ccc(Br)cc3)c(=O)[nH]c2=O)c(=O)n(-c2ccccc2)n1C	-0.8	1.4	0.5	-0.5	4	-2.9	2.4	-2.3	-1	0	-1
COC(=O)C1C(c2ccc(I)cc2)CC2CCC1N2C (configuration not stated)	-0.8	.	-0.4	-0.4	-2	0.7	.	0.4	3	-3	-5
Cc1cccn2c(=O)c3c(nc12)N1CCc2ccccc2C1C1(C3)C(=O)NC(=O)N(C)C1=O (configuration not stated)	-0.9	-2.1	-0.1	0.1	-4	2.3	-0.6	-1.2	-5	2	2
COC(=O)C1=C(c2ccc(-c3ccccc3)c(F)c2)C[C@@H]2CC[C@H]1N2C(=O)N1CCCC1	-2.4	-8.2	-2.5	-5.4	16	-1.8	-3.8	-6.9	3	-3	-2
COc1ccccc1-n1c(CNCC2CCCO2)nc2ccccc2c1=O (configuration not stated)	-1.0	2.4	0.1	1.4	1	-3.8	-2.5	-2.0	2	-1	1
COc1ccc(-n2c(O)c(C(C)=NCCCn3ccnc3)c(=O)[nH]c2=O)cc1	-1.9	-4.6	-0.6	2.6	-2	0.0	-0.2	1.6	-2	-2	-4
Cc1ccccc1OP(N)(=O)Oc1ccccc1C	-0.9	0.8	0.2	-0.4	4	-4.2	0.8	-1.0	0	-4	-6
OCCN1C2CCC1CC(O)(c1ccc(F)cc1)C2 (configuration not stated)	-1.4	0.2	-0.1	-0.9	-2	0.8	1.0	-0.1	-2	0	-2
CCCCN1C(=O)NC(=O)C2(Cc3cc(C)ccc3N(C)C2)C1=O (configuration not stated)	-1.4	2.4	0.3	-0.8	-3	1.4	0.7	-1.4	-4	1	-2
CN(C(=O)Cc1ccc2c(c1)OCO2)C1CCCN(Cc2ccccc2F)C1 (configuration not stated)	-1.1	0.4	0.0	0.3	3	-1.8	0.8	0.0	1	2	-2
Fc1ccc(CNCCc2c[nH]c3ccccc23)cc1	-1.5	0.5	-0.2	0.2	-2	-0.2	-1.4	-0.2	0	-18	1
CCn1ccnc1CN1CCCC(C(=O)c2cccc(C(F)(F)F)c2)C1 (configuration not stated)	-2.2	1.7	-1.3	-3.9	4	0.3	-0.1	0.4	3	-3	-6
O=C(CCN1CC1)OCCOC(=O)CCN1CC1	-0.6	1.3	0.5	0.1	-14	-0.5	1.4	0.0	-5	0	-1
COc1ccc(Cn2c(O)c(C=NCCCn3ccnc3)c(=O)[nH]c2=O)cc1	-1.2	0.8	-0.2	-0.9	6	-0.8	1.1	0.5	1	-2	0
COc1cc(/C=C2\C(=O)NC(=O)N(c3ccccc3)C2=O)cc(OC)c1O	-0.3	-0.5	0.1	0.0	-4	-3.7	0.8	0.4	-3	-2	-3
CC(=NCCCn1ccnc1)c1c(O)n(C)c(=O)n(C)c1=O	-0.9	-0.2	0.1	-1.2	-15	0.9	0.0	0.3	-4	4	-5
Cc1ccc(/C=C2/C(=O)NC(=O)N(Cc3ccc(F)cc3)C2=O)o1	-1.2	.	0.2	-0.6	-5	0.2	.	0.2	-5	26	1
O=C(Cn1nc(-c2ccccc2)ccc1=O)N1CCC2(CC1)OCCO2	-0.3	0.6	0.1	-0.2	1	-1.6	1.5	1.6	-7	-1	-2
CCOc1ccc(CNCCc2ccc3c(c2)OCO3)cc1	-1.7	3.6	0.5	-0.5	-1	1.3	-0.2	-0.6	0	-4	-3
O=C(C1CC(c2ccccc2O)=NO1)N1CCC2(CC1)OCCO2 (configuration not stated)	0.8	-0.8	3.3	1.1	-3	1.7	2.2	9.3	-1	0	5
Cc1cc(OC(=O)c2ccco2)c2c3c(c(=O)oc2c1)CCCC3	-1.7	0.5	-1.1	-2.1	-2	-0.6	-0.8	-0.1	-1	0	0
CC(=NCCCN1CCOCC1)c1c(O)n(-c2ccccc2C)c(=O)[nH]c1=O	-1.6	0.8	-0.5	-1.5	-6	2.8	0.1	-0.1	-3	1	0
CCC(=O)OC1CCC2C3CCC4CC(=O)C=CC4(C)C3CCC12C (configuration not stated)	-0.8	4.3	0.9	-2.2	-14	2.5	4.1	-1.3	-4	-4	-3
CCOC(=O)[C@@H]1[C@H]2COc3ccc(Br)cc3[C@@H]2N2C(=O)N(c3cccc(C)c3)C(=O)[C@]12C	-1.2	-1.7	0.3	-1.5	20*	-1.4	0.6	0.8	4	-2	0

The final two entries of the part above open the next one:
SMILES	ssDAF-12 act	GAA850 FXN act	DAX1 inh-1	hcDAF-12 act	ADAM10 inh	PG9 binder	DAX1 inh-2	hgDAF12 agonist	ADAM17 inh	GC-A act	SMARCA2 act
CCC(=O)OC1CCC2C3CCC4CC(=O)C=CC4(C)C3CCC12C (configuration not stated)	-0.8	4.3	0.9	-2.2	-14	2.5	4.1	-1.3	-4	-4	-3
CCOC(=O)[C@@H]1[C@H]2COc3ccc(Br)cc3[C@@H]2N2C(=O)N(c3cccc(C)c3)C(=O)[C@]12C	-1.2	-1.7	0.3	-1.5	20*	-1.4	0.6	0.8	4	-2	0
CC(=O)N1CCN(CCN=Cc2c(O)n(-c3ccc(C)cc3)c(=S)[nH]c2=O)CC1	-0.6	0.7	-0.6	-0.6	9	-2.9	0.7	2.6	-1	8	0
Cc1cccc(N2C(=O)/C(=C/N3CCN(C(=O)c4ccco4)CC3)C(=O)NC2=S)c1	-1.2	0.7	1.0	-1.2	0	-0.3	-0.1	2.1	2	-2	-5
COP(=O)(OC)OC=C(Cl)Cl	-1.2	.	0.6	0.2	-22	0.0	.	-3.6	0	-1	-3
C=CCn1c(=O)c(C=Nc2cccnc2Cl)c(O)n(CCCC)c1=O	-1.4	0.5	-0.5	1.0	-5	-0.4	-0.7	4.3	-1	2	0
O=C(Cn1ncn2c(cc3cc(F)ccc32)c1=O)N1CCC2(CC1)OCCO2	-1.1	0.3	0.1	2.0	-39	-2.3	0.7	3.0	-11	2	-1
Cc1ccc(OCCOc2cccc(C=C3C(=O)NC(=O)NC3=O)c2)cc1	1.1*	3.4	2.8	6.6*	10	-2.6	-3.4	12*	9.2*	8	3
CC(=NCCCn1ccnc1)c1c(O)n(C2CCCCC2)c(=O)[nH]c1=O	-1.1	1.2	-0.1	-0.7	1	-0.1	0.6	-0.6	7	2	-4
O=C(c1ccc2c(c1)OCO2)C1CCCN(Cc2ccccn2)C1 (configuration not stated)	-1.2	0.1	0.2	0.7	-5	-0.1	2.5	-3.1	-6	-3	-1
O=C(O)COc1ccccc1	-0.7	0.1	-0.3	-0.6	0	-0.4	0.3	-2.0	0	4	-2
COC(=O)C1=C(c2ccc(F)cc2OCc2ccccc2)C[C@@H]2CC[C@H]1N2C(=O)NC1Cc2ccccc2C1	-1.1	-2.1	0.2	-0.7	17	0.2	-0.1	-1.4	10*	-3	-1
C=CC[N+]1(C)CC[C@]23c4c5ccc(O)c4O[C@H]2C(=O)CC[C@@]3(O)[C@H]1C5 (some centres not stated)	-1.3	0.1	0.9	1.2	-5	0.0	-0.6	-1.2	-4	1	2
O=C1NC(=O)C(=Cc2ccc(N3CCOCC3)cc2)C(=O)N1	-0.8	1.7	1.2	-1.1	-22	-0.5	1.1	-1.0	-1	5	-2
O=S(=O)(c1cc(Cl)cc(Cl)c1)N1Cc2cc(-c3ccccc3)ccc2-n2nncc2C1	-1.3	.	2.9	-1.9	-13	0.9	.	0.6	-3	0	-3
COc1nc2ccccc2nc1N1CC1	-0.4	.	0.5	0.9	-234	-1.7	.	1.0	-55	1	-4
Cc1ccc(OP(=O)(Nc2cccc(C)c2)Oc2ccc(C)cc2)cc1	-1.2	-3.1	-0.1	-2.3	11	1.9	0.7	-2.9	3	-1	-4
COC(=NC1CCCC1)C(O)c1c[nH]c2ccccc12 (configuration not stated)	-0.2	-0.6	-0.4	0.8	-1	-1.1	-0.5	1.3	-2	-2	-2
O=P(C(Cl)Cl)(N1CCOCC1)N1CCOCC1	-0.5	3.2	0.6	-0.9	-7	1.6	1.7	0.0	-2	-4	-2
